Assay outcomes from PubChem BioAssay.
NR2E3 ag-1: activates human photoreceptor nuclear receptor NR2E3; AID 2300; inhibition of corepressor binding, % at 4.78 µM; 320,000 compounds, 0.12% hits; GST-NR2E3/biotin-RetCOR TR-FRET, 1536-well;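 active = percent inhibition above the cutoff of mean plus 3 SD of all tested compounds, set per screening campaign, cut at about 20% in these data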;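 also: 0% = DMSO wells and 100% = biotin wells as full block of FRET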
Target sequence (Q9Y5X4 whole entry, looked up): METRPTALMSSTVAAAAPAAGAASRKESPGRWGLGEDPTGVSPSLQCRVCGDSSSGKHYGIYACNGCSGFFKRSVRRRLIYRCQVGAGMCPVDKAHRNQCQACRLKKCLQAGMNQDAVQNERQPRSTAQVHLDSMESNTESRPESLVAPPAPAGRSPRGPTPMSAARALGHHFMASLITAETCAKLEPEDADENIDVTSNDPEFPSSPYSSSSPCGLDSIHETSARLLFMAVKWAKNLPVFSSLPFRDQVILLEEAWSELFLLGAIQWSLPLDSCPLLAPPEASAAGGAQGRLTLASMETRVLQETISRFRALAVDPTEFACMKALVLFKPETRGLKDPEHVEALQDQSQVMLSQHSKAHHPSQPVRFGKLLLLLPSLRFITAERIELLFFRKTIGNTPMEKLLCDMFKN
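Material: NR2E3–RetCOR corepressor complex / Amount: 1.35 nM GST-NR2E3 / Medium: Tris pH 7.5 / Compound: single nominal compound dose of 4.8 µM / Incubation: 5 h at 4 °C / Technique: TR-FRET, Eu(K)-anti-GST donor, streptavidin-D2 acceptor, ex 340, em 617/671 nm / Read-out basis: percent loss of FRET ratio relative to control wells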
H9c2 protect: protects H9c2 cardiomyocytes from peroxide injury. 360,000 compounds, 0.63% hits. protection from H2O2 cell death, % at 20 µM. H2O2 injury protection, ATPLite, 2 h;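 active = compounds giving at least 50% protection of heart cells from peroxide-induced death in the single-dose screen, raw or plate-pattern-corrected value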;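 also: 0% = DMSO wells with peroxide and 100% = DMSO wells without peroxide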
HIF-2a block: blocks HIF-2a reporter activity; 360,000 compounds, 0.72% hits; inhibition, % at 18.8 µM; 786-0 RCC cells HIF-2a reporter, luciferase luminescence, overnight; AID 624352;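 active = inhibition of the luminescence signal of 40% or more relative to plate controls, in a single-dose primary screen at 18.75 µM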
PDI turbidity: inhibitors of human protein disulfide isomerase | inhibition, % at 10 µM | PDI insulin aggregation turbidity, A650, 90 min | AID 588391 | P07237 | 350,000 compounds, 0.052% hits;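 active = mean inhibition across replicates of 30% or more, whatever share of single replicates reach that level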;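 also: absorbance from insulin aggregation driven by PDI reduction with DTT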
Peg3 promoter: inhibitors of Peg3 promoter | HeLa PEG-Prom luciferase reporter, luminescence, overnight | inhibition, % at 20 µM | 360,000 compounds, 1.7% hits;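 active = inhibition of at least 50% at 20 µM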
CaV13 FRET inh: Primary screen for inhibitors of IQ motif and Ca2+-dependent inactivation inhibitor domain binding in CACNA1D, Förster resonance energy transfer in living cells, …; HEK cells, CFP/YFP FRET ICDI-IQ, plate reader, 10 min; percent FRET-ratio fall versus neutral wells; 340,000 compounds, 0.098% hits; inhibition, % at 12.3 µM; AID 743397;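 active = mean replicate inhibition of at least 30% and at least 1% of replicates passing that level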;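 also: 0% = median of the neutral control wells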
Shn3 3UTR inh: Schnurri-3 reporter inhibition in Clone20 osteoblasts. Clone20 osteoblast Shn3 3'UTR firefly luciferase, 24 h. inhibition, % at 12.5 µM. 360,000 compounds, 0.52% hits;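 active = mean inhibition of at least 75% with every replicate also reaching 75%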;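 also: 0% = median of neutral control wells and 100% = pilot-screen positive control compound; some compounds past the cut are filed as inactive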
NR2E3 ag-2: activates human NR2E3 receptor. inhibition of corepressor binding, % at 3.98 µM. Q9Y5X4. 360,000 compounds, 0.35% hits. CHO-S Gal4-NCOR/VP16-NR2E3 two-hybrid, luciferase. AID 602229;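 active = inhibition above the mean of all tested compounds plus 3 SD, cut at about 70% in these data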;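 also: 0% = DMSO with NR2E3 transfected cells and 100% = cells lacking NR2E3 construct; higher means lower luciferase signal from less NR2E3 corepressor binding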
m5-HT2A agonist: mouse HTR2A agonism via beta-arrestin recruitment. CHO-K1 mHTR2A beta-arrestin complementation, luminescence; percent of 30 µM serotonin response. activation, % at 7.6 µM. 360,000 compounds, 0.66% hits;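 active = activation above a run cutoff, the mean activation of all tested compounds plus 3 SD, cut at about 14% in these data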;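 also: 0% = plate median of compound wells and 100% = 30 µM serotonin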
Target sequence (P35363 whole entry, looked up): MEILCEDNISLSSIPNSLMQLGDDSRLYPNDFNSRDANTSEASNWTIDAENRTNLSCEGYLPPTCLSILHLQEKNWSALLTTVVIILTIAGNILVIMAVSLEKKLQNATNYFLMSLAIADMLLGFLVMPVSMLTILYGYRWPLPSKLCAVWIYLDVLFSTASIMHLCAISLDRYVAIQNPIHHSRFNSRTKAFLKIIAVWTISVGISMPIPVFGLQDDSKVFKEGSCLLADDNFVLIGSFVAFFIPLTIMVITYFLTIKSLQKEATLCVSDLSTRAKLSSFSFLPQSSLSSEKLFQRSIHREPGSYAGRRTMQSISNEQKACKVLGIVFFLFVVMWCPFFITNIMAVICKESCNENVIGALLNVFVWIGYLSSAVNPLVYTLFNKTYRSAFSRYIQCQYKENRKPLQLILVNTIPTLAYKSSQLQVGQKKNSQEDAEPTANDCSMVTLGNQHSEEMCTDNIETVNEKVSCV
TRPM1 prom inh: reduces MITF-dependent TRPM1 promoter luciferase signal | AID 488899 | SK-MEL-5 TRPM1 promoter luciferase, 24 h | 330,000 compounds, 0.83% hits | inhibition, % at 12.5 µM;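 active = mean inhibition across replicates of 60% or more, whatever share of single replicates reaches that level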; also: values of inactives mirror those of a sister screen read the other way
iPSC survival up: enhancers of human iPSC single-cell survival; hiPSC single-cell survival, ATPlite luminescence; 100% = ROCK inhibitor wells, 0% = DMSO; survival enhancement, % at 20 µM; 360,000 compounds, 0.044% hits; AID 602274; in the data active = survival enhancement above about 18%;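 also: cells exposed to compounds for 16 hours before the ATP read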
Starred values were filed as active, the others as inactive; x = no result given. The order is random. Share with any hit: about 3.9%.

#	mol	iPSC survival up	HIF-2a block	NR2E3 ag-1	TRPM1 prom inh	Peg3 promoter	H9c2 protect	CaV13 FRET inh	NR2E3 ag-2	Shn3 3UTR inh	m5-HT2A agonist	PDI turbidity
1	Cc1c(C)c(C)c(S(=O)(=O)NCCc2ccncc2)c(C)c1C	-0.4	21	0	0	28	-4	-3	-7	4	3	-11
2	Nc1ncnc2c1ncn2[C@@H]1O[C@H](CNC(=O)[C@@H](N)COCc2ccccc2)[C@@H](O)[C@H]1O	2.3	0	x	-1	-13	-4	x	-12	-8	-3	-1
3	COc1ccc(/C=C(\NC(=O)c2ccc([N+](=O)[O-])cc2)C(=O)NCCCn2ccnc2)cc1	0.1	3	1	-2	2	4	-7	-7	14	-4	9
4	CCn1c(COc2ccc(C)cc2)nnc1SCC(=O)NCc1ccco1	0.8	13	-1	-2	4	0	-5	8	-25	-4	0
5	CCn1c(SCC(=O)NCC(=O)Nc2ccc(F)cc2)nnc1-c1ccncc1	0.7	10	-1	0	6	-9	-5	6	23	1	-4
6	Cc1ccc(S(=O)(=O)N(CC2CO2)c2ccccc2[N+](=O)[O-])cc1 (configuration not stated)	-0.4	24	3	-3	2	-2	-3	9	-41	1	-3
7	CCOC(=O)Cn1nc(C)n(-c2cccc(Cl)c2)c1=O	0.0	13	-3	11	-8	3	-4	14	14	0	5
8	O=C(NC1CCN(C(=O)NCc2ccccc2)CC1)c1ccc(F)cc1	0.5	19	4	-9	22	0	-2	0	3	-2	-4
9	CCc1nc(NCCC(C)C)c2nnn(Cc3ccccc3)c2n1	-0.1	11	5	4	19	-12	-1	9	23	3	2
10	CN1C(C(=O)Nc2ccc(F)cc2F)=CC(c2ccco2)=NS1(=O)=O	-1.5	-14	4	x	-20	-6	-5	-73	-1	-4	x
11	CCOC(=O)C1(CC)NC(c2ccc(OC)c(OC)c2)C2C(=O)N(c3cccc(C(C)=O)c3)C(=O)C21 (configuration not stated)	0.4	26	0	-2	0	4	-3	-20	27	-2	-5
12	O=C(Cn1c(=O)oc2ccccc21)Nc1nc(-c2ccc(Br)cc2)cs1	-0.8	34	-3	-8	15	-6	-5	11	3	2	-9
13	Cc1ccc(NC(=O)c2c(C)nc(Nc3nc4ccccc4o3)nc2C)cc1	-3.2	14	4	6	3	-4	-5	14	-3	0	-8
14	COc1ccccc1NC(=O)N(CCCN1CCOCC1)Cc1cc2cc3c(cc2[nH]c1=O)OCO3	-1.1	14	6	5	12	-3	-7	-3	10	3	1
15	O=C(CN1CCN(S(=O)(=O)c2ccccc2)CC1)NC(=O)NC1CCCCC1	1.8	10	2	-1	17	0	-4	-10	22	0	-2
16	O=C1Nc2ccccc2N=C(c2ccccc2)c2ccccc21	-0.5	-99	-1	x	-57	3	-2	-43	-17	1	17
17	COc1ccccc1CNC(=O)c1c(N)n(CCCN2CCOCC2)c2nc3ccccc3nc12	-0.3	-51	x	-10	60*	14	-4	13	-5	8	5
18	S=c1[nH]nc(Nc2cccc3ccccc23)s1	0.8	-106	-2	-19	-17	-8	-14	-80	7	1	0
19	CC(NCc1cccc(OCc2ccccc2)c1)C(O)c1ccccc1 (configuration not stated)	-0.5	3	-1	-6	2	5	-14	1	6	-9	4
20	CCOC(=O)C1CCN(C(=O)C2(NC(=O)Nc3ccc(F)cc3F)CCCCC2)CC1	-0.2	12	1	-6	16	-3	-2	3	23	6	14
21	CCOc1cc(CNC2CCCC2)cc(Cl)c1OCc1ccc(F)cc1	-1.7	-1	3	15	91*	-21	x	15	36	12	5
22	Cc1cc(N=Cc2cc(Cl)ccc2O)no1	6.6	3	3	4	5	29	-7	9	33	0	-2
23	COc1ccc([C@@H]2[C@@H]3C(=O)N(C(C)(C)C)C(=O)[C@@H]3[C@]3(Cc4ccccc4)C(=O)N(c4cccc(C)c4)C(=O)N23)cc1	1.2	-27	5	9	-33	0	-11	-13	-9	2	1
24	CCCCNC(=O)c1cc2c(=O)n3cccc(C)c3nc2n(Cc2ccncc2)c1=N	1.3	1	4	-2	1	10	10	11	4	-3	-2
25	Nc1cc(C(=O)OCC(=O)NNC(=O)c2ccccc2)ccc1Cl	0.7	17	3	-2	-7	1	-15	-33	-19	0	5

Of the compounds above, these contain a nitro group on carbon.
#	mol	iPSC survival up	HIF-2a block	NR2E3 ag-1	TRPM1 prom inh	Peg3 promoter	H9c2 protect	CaV13 FRET inh	NR2E3 ag-2	Shn3 3UTR inh	m5-HT2A agonist	PDI turbidity
3	COc1ccc(/C=C(\NC(=O)c2ccc([N+](=O)[O-])cc2)C(=O)NCCCn2ccnc2)cc1	0.1	3	1	-2	2	4	-7	-7	14	-4	9
6	Cc1ccc(S(=O)(=O)N(CC2CO2)c2ccccc2[N+](=O)[O-])cc1 (configuration not stated)	-0.4	24	3	-3	2	-2	-3	9	-41	1	-3

(cont.)
#	mol	iPSC survival up	HIF-2a block	NR2E3 ag-1	TRPM1 prom inh	Peg3 promoter	H9c2 protect	CaV13 FRET inh	NR2E3 ag-2	Shn3 3UTR inh	m5-HT2A agonist	PDI turbidity
26	CCN1C(=O)C(c2ccc(O)cc2)(c2ccc(O)cc2)c2ccccc21	0.5	22	4	0	10	-4	-2	-6	8	4	24
27	O=C(NCc1ccco1)c1cccc(NS(=O)(=O)c2ccccc2F)c1	-1.4	9	0	14	1	1	-2	-13	5	3	12
28	CSc1ccc(CN2CCC(n3nccc3NC(=O)CCCc3ccccc3)CC2)cc1	-0.5	6	-1	11	26	-1	-2	-6	4	-6	9
29	O=C(Cc1cc(=O)[nH][nH]1)N/N=C/c1c(F)cccc1Cl	-1.0	14	2	12	-23	10	-5	-36	7	6	9
30	CC(=O)Nc1ccc2nc(NC(=O)CCc3ccccc3)sc2c1	-1.5	-34	4	-17	-35	-3	-1	-4	-12	3	1
31	COc1ccc(-n2nnnc2SC(C)C(=O)NCC(=O)Nc2ccc(F)c(F)c2F)cc1 (configuration not stated)	1.8	5	1	7	8	-2	-4	-1	13	0	8
32	C/C(CC(=O)Nc1cccc(Br)c1)=N\NC(=O)c1ccc(O)cc1O	-0.1	17	1	-2	3	14	-4	-3	1	-4	10
33	CCO/C=N/Nc1nc(C(F)(F)F)nc2c1cnn2Cc1ccccc1	-0.4	8	0	9	23	-8	-20	-15	20	-1	-18
34	CCn1c(SCc2nc3ccccc3c(=O)[nH]2)nnc1-c1cccnc1	-0.6	15	0	0	21	11	-9	2	-1	-2	14
35	CN1CCN(c2ccc(S(=O)(=O)N3CCCCC3)cc2NC(=O)c2ccc(F)cc2F)CC1	-2.4	27	-5	6	5	23	-9	10	4	-4	-2
36	CCN(CC)CCNC(=O)c1ccc2c(c1NCCO)C(=O)c1ccccc1C2=O	-1.0	62*	-12	x	111*	-13	-6	41	25	-7	7
37	CN(CC(=O)Nc1ccccc1Br)C(=O)c1ccc(COc2ccccc2)cc1	-0.1	-61	-3	-9	-30	6	-5	-3	2	-6	12
38	Nn1c(SCc2ccccc2)nnc1C1CCCCC1	0.9	-93	4	-27	-90	0	-5	-38	-46	0	-8
39	CC(C)NCC(O)COc1ccc(CC(N)=O)cc1 (configuration not stated)	-2.0	-4	4	-1	7	-1	-5	-3	-6	-1	1
40	Cc1cc(C)c(S(=O)(=O)Nc2ncn[nH]2)cc1C	0.2	15	-1	1	12	-3	-3	-11	13	2	-4
41	COc1ccc(CC(=O)OCC(=O)Nc2ccc(Cl)cc2C)cc1	-2.3	5	x	-3	-1	1	-5	-7	-1	0	17
42	CC1=CC(C)(C)N(C(=O)CCl)c2cc(C)ccc21	4.3	-1	-2	32	-6	-5	-5	-1	19	-1	3
43	Cc1ccnc2nc(C(=O)Nc3ccc(N4CCOCC4)cc3)nn12	0.1	-62	2	-20	-57	8	0	-60	-37	5	-3
44	O=C(COCc1cc(-c2ccc3c(c2)OCO3)on1)N1CCN(c2ccc(F)cc2)CC1	-0.3	-16	1	-2	10	-3	-3	4	-2	-4	-2
45	C=CCN=C1N[C@@H](c2ccccc2)C(C(=O)OC)=C(C)N1CC	2.4	4	-2	2	1	7	x	-27	1	-2	7

Profiles, looked up by structure. Order of screens: iPSC survival up | HIF-2a block | NR2E3 ag-1 | TRPM1 prom inh | Peg3 promoter | H9c2 protect | CaV13 FRET inh | NR2E3 ag-2 | Shn3 3UTR inh | m5-HT2A agonist | PDI turbidity
Listed for CC(=O)Nc1ccc2nc(NC(=O)CCc3ccccc3)sc2c1 → -1.5 | -34 | 4 | -17 | -35 | -3 | -1 | -4 | -12 | 3 | 1
Listed for CN(CC(=O)Nc1ccccc1Br)C(=O)c1ccc(COc2ccccc2)cc1 → -0.1 | -61 | -3 | -9 | -30 | 6 | -5 | -3 | 2 | -6 | 12
Listed for CCO/C=N/Nc1nc(C(F)(F)F)nc2c1cnn2Cc1ccccc1 → -0.4 | 8 | 0 | 9 | 23 | -8 | -20 | -15 | 20 | -1 | -18
